Bioassay records: PubChem, National Center for Advancing Translational Sciences (NCATS)
MmCpn inh: Inhibitors of TCP-1 ring complex (TRiC) of Methanococcus maripaludis (MmCpn): qHTS. purified Mm-Cpn ATPase, ADP Transcreener TR-FRET. Potency, µM (top dose mostly 76.9 µM), for inactives: top-dose activity, negative = inhibition, hits mostly inhibitors. 330,000 tested, 0.031% active. AID 504842, 2011; further: potency means the concentration at half of the fitted maximal effect; on the % scale 0 is the no-effect control and ±100 the full control effect; nearly all actives have a fitted effect of over 80% in size
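Eu-cryptate anti-ADP/ADP-d2 competition gives a ratio inversely related to ADP. Enzyme at 25 nM was pre-exposed to compound for 10 min, then given 10 uM ATP for 30 min, 37°C throughout.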
A549 viability: Nrf2 qHTS screen for inhibitors: counterscreen for cytotoxicity; Potency, µM (titrated, usually from 46 µM), for inactives: at the highest dose activity change, negative = cytotoxicity, most hits filed as inhibitors; 390,000 tested, 0.16% active; AID 504648, 2011; A549 ARE-Fluc cells, CellTiter-Fluor viability, 18-24 h; further: potency means the concentration at half of the fitted maximal effect; on the % scale 0 is the no-effect control and ±100 the full control effect
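A549 ARE_Fluc cells in 5% FBS OPTI-MEM were exposed to compounds in concentration-response for 18-24 h at 37 deg C. Viability was read by CellTiter-Fluor fluorescence (Ex 405/Em 525) after 30 min, before the luciferase read.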
Nrf2 block: Nrf2 qHTS screen for inhibitors; A549 ARE-Fluc reporter, luciferase luminescence, 18-24 h; Potency, µM (highest dose often 46 µM), without a hit: top-dose activity change, negative = inhibition, actives largely listed as inhibitors; 360,000 tested, 2.1% active; further: potency means the concentration at half of the fitted maximal effect; on the % scale 0 is the no-effect control and ±100 the full control effect; nearly all actives have a fitted effect of over 60% in size
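A549 ARE_Fluc cells (5000/well, 5% FBS OPTI-MEM) pre-incubated 2 h, then treated with compounds 18-24 h at 37C/5% CO2 in concentration-response. CellTiter-Fluor viability read first; BugLite luciferase luminescence after 15 min at room temperature gives Nrf2 activity.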
CCT chaperon mod: High-Throughput Screening for Modulators of Cytosolic Chaperonin Activity | activity change, % (test concentration not listed), hits read low | 360,000 tested, 0.3% active | purified chaperonin ATPase assay, HTRF ADP detection, 30 min; in the data active means activity change below about -30%; further: on the % scale 0 is the no-effect control and ±100 the full control effect
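ATPase activity: ADP formed was measured by HTRF Transcreener (665/615 nm ratio) after 30 min at 37 deg C with 10 uM ATP. Compounds screened at one 76 uM concentration against 40 or 20 nM TRiC in Tris pH 7.4/KCl/MgCl2/DTT buffer.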
HepG2 tox: qHTS for Inhibitors of TGF-b: Cytotox Counterscreen; HepG2 CAGA-GFP viability, ATP luminescence, 18 h; Potency, µM (highest dose often 46.1 µM), inactives show at the top dose activity change, negative = cytotoxicity, hits mostly cytotoxic; 410,000 tested, 0.76% active; further: potency means the concentration at half of the fitted maximal effect; some results filed as inactive show a strong effect at the top dose
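CellTiter-Glo luminescence gave cytotoxicity after 18 hours at 37 degrees C. The cells were HepG2 CAGA-GFP in 1% FBS DMEM, stimulated with 500 pg/mL TGF-beta after compound addition. %Activity was normalised to no-cell wells (complete cell-killing) and DMSO (no toxicity), and curves were fitted and classified.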
TGFb SMAD3 inh: qHTS for Inhibitors of TGF-b | HepG2 CAGA-GFP TGF-b/SMAD3 reporter, GFP fluorescence, 18 h; TGF-beta stimulated, 500 pg/mL final | Potency, µM (series often up to 46.1 µM), for the others: top-dose activity, negative = inhibition, most hits filed as inhibitors | 410,000 tested, 1.2% active | AID 588855, 2011; further: potency means the concentration at half of the fitted maximal effect; on the % scale 0 is the no-effect control and ±100 the full control effect; nearly all actives have a fitted effect of over 65% in size
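HEPG2 CAGA-GFP reporter cells (1000/well, DMEM with 1% FBS) received compounds, then recombinant TGF-beta at 500 pg/mL final for 18 hours at 37 degrees C. Per-cell GFP summed per well was normalised to unstimulated and stimulated DMSO controls before curve fitting.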
pAkt inh: HTS Assay for Inhibitors of Akt Phophorylation: Primary Screen | Neuro2A IGF-stimulated pAkt S473 HTRF, 20 min; stronger effect = lower value | activity change, % for hits at 50 µM | 360,000 tested, 0.32% active; in the data active means activity change below about -80%; inconclusive means mostly about -51% to -80%; further: on the % scale 0 is the no-effect control and ±100 the full control effect
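Single-point screen (50 µM final compound) in Neuro2A cells stimulated 20 min with 6 nM IGF at 37 deg C. After lysis, Ser473-phosphorylated Akt read by HTRF (ex 330 nm, em 615/665 nm) as the 665/615 ratio.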
Abeta rescue: qHTS for compounds that reverse cellular toxicity of Amyloid beta (A-beta) peptide in yeast: Primary Screen. yeast expressing A-beta42, growth rescue, OD600, 48 h; response scale: 0% DMSO, 100% iron-clioquinol control. Potency, µM (titrated, usually from 46.1 µM), without a hit: at the highest dose growth rescue, hits mostly activators. 410,000 tested, 0.063% active. AID 1347071, 2019; further: potency means the concentration at half of the fitted maximal effect; nearly all actives have a fitted effect of over 55% in size
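Growth rescue measured by 600 nm absorbance after 48 h yeast culture at 30 C with compound. Values normalized between DMSO and an equimolar ferric chloride plus clioquinol control.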
Nrf2 ARE act: qHTS of Nrf2 Activators; Potency, µM (top dose mostly 46.1 µM), without a hit: at the top dose activation, hits mostly activators; AREc32 ARE-luciferase reporter (MCF7-derived line), luminescence, 24 h; 410,000 tested, 0.31% active; further: potency means the concentration at half of the fitted maximal effect; % of control where 0% means no effect; nearly all actives have a fitted effect of over 65% in size
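For detection, Steady-Glo was added and plates sat 30 min at RT; before that, AREc32_Fluc cells grown overnight in OPTI-MEM/5% FBS had been treated with 23 nL compound for 24 hr at 37 deg C.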
* = called active by the depositor; i = inactive; ? = inconclusive; / = not tested or not shown; [ ] = another dose, or the depositor's remark. Unless noted, the call rests on the fitted dose curve; in most records, active means well fitted curve in the direction sought with a large enough effect; inconclusive means small, poorly fitted or top-dose-only effect, or another doubt; inactive means no such curve, though single readings can be large; an effect the other way counts as inactive or inconclusive.

SMILES | MmCpn inh | A549 viability | Nrf2 block | CCT chaperon mod | HepG2 tox | TGFb SMAD3 inh | pAkt inh | Abeta rescue | Nrf2 ARE act
Cc1ccc(C(O)c2ncc(-c3cccc(F)c3)[nH]2)cc1 (stereo not drawn) | / | / | / | 0.9 | -1% | -1% | i | 2% | 5.4%
Clc1ccccc1/C=N/c1cc(-c2ccccc2)nn1-c1ccccc1 | -1% | 0% | ? | -1.7 | -28% | 2% | i | 3% | 4.0%
COc1ccc(NC(=O)COc2ccc(/C=C/c3cc[n+](C)cc3)cc2OC)cc1 | -25% | -8% | -6% | -1.3 | -20% | -14% | i | -28% | -0.3%
CCOc1ccc(-c2cccc(NS(=O)(=O)c3cc([N+](=O)[O-])ccc3Cl)c2)nn1 | 1% | 8% | -8% | -3.0 | -14% | ? | i | -8% | 11%
O=C(O)c1cc2nc(-c3ccc(F)cc3)cc(C(F)(F)F)n2n1 | / | 0% | -2% | -0.1 | -6% | 2% | i | 3% | -0.5%
CC(=O)Nc1ccc(N2CCN(C(C)=O)CC2)cc1 | 1% | 1% | 3% | -1.9 | 1% | -1% | i | -25% | -0.1%
Cc1cnc(NC(=O)C2CCCC2)s1 | 0% | -1% | 6% | 0.5 | 6% | 0% | i | ? | 1.8%
Cn1c(=O)n(C)c2cc(N3CCOCC3)c(NC(=O)c3ccc(C(C)(C)C)cc3)cc21 | / | 2% | 5% | / | -5% | 5% | / | -5% | 0.0%
Cc1ccc(F)c(C2C3C=CCC(c4cccc(-c5ccc(N(C)C)cc5)c4)C3C(=O)N2Cc2ccccc2)c1 (stereo not drawn) | -11% | 0% | 10% | -0.6 | -27% | 3% | i | 2% | 0.2%
CC1(c2ccc([N+](=O)[O-])cc2)NC(=O)N(CC(=O)Nc2ccc(N3CCCCC3)cc2)C1=O (stereo not drawn) | -22% | -6% | -7% | -1.4 | -11% | 0% | i | 4% | 0.9%
COC(=O)c1ccccc1NC(=O)CCc1ccccc1 | -1% | -9% | 3% | 1.1 | 3% | 4% | i | -2% | 5.0%
O=C(Cn1nc(C(F)(F)F)cc1C1CC1)NCc1ccccc1F | 1% | 14% | 4% | -1.5 | 1% | 2% | i | 9% | -0.7%
COc1ccccc1C(CNC(=S)NCc1ccccc1)N1CCCC1 (stereo not drawn) | 0% | -17% | -1% | -4.2 | -14% | 7% | i | -2% | 0.5%
COC(=O)CCCC1=CC2=C(c3ccccc3)C(=O)C(C)(OC(=O)C3CCCC3)C(=O)C2=CN1Cc1ccc(OC)cc1 (stereo not drawn) | 1% | 0% | ? | -3.7 | 1% | -11% | i | 1% | -0.2%
COc1cc(C2c3c(n[nH]c3C)C(=O)N2c2ccc(C)cc2)ccc1O (stereo not drawn) | 1% | -3% | -17% | -2.5 | -16% | ? | i | 19% | 3.1%
O=c1ccc2ccc(O[C@@H]3O[C@H](CO[C@@H]4OC[C@](O)(CO)[C@H]4O)[C@@H](O)[C@H](O)[C@H]3O)cc2o1 | -1% | -4% | 7% | 0.8 | -1% | ? | i | -12% | -0.3%
CCc1cc2c(cc3c(=O)n(CC(=O)N4CCCCC4)nc(CC)n32)s1 | / | -5% | 29% | / | -15% | 0% | / | -15% | -0.5%
COc1ccc(N2CCN(S(=O)(=O)c3cn(C)cn3)CC2)cc1 | 0% | -8% | 9% | 3.0 | 7% | 4% | i | 12% | 0.3%
O=c1[nH]nc(SCc2ccccc2)c(=O)[nH]1 | 0% | 0% | -6% | -0.7 | -17% | ? | i | -2% | 2.6%
O=C(Nc1ccccc1C(=O)Nc1ccc(F)cc1)c1ccco1 | 2% | -1% | -18% | -2.8 | -5% | 6% | i | 4% | 2.4%
Cc1ccc2c(CC(=O)Nc3ccc(S(=O)(=O)N4CCC(C)CC4)cc3)coc2c1 | / | -22% | ? | / | -14% | ? | / | 22% | 0.1%
CC(C)c1nc(SCC(=O)NCC2CCCO2)c2c(=O)n(C)c(=O)n(C)c2n1 (stereo not drawn) | 1% | 2% | -3% | -1.0 | 14% | 1% | i | -7% | -0.6%
COc1ccc(Cl)cc1NC(=O)CNc1ccccc1N1CCOCC1 | 0% | -3% | -5% | 1.3 | 5% | -9% | i | -3% | -0.1%
CCOC(=O)Cc1nnc(NC(=O)c2ccccc2OCC)s1 | -2% | -20% | ? | -2.9 | -5% | -25% | i | 8% | 0.3%
O=C(Nc1cc(C(F)(F)F)ccc1N1CCOCC1)C1CC1 | -1% | -6% | 1% | -1.0 | -3% | -4% | i | 3% | 0.6%

The last 2 records of the part before come first, to join the parts.
SMILES | MmCpn inh | A549 viability | Nrf2 block | CCT chaperon mod | HepG2 tox | TGFb SMAD3 inh | pAkt inh | Abeta rescue | Nrf2 ARE act
CCOC(=O)Cc1nnc(NC(=O)c2ccccc2OCC)s1 | -2% | -20% | ? | -2.9 | -5% | -25% | i | 8% | 0.3%
O=C(Nc1cc(C(F)(F)F)ccc1N1CCOCC1)C1CC1 | -1% | -6% | 1% | -1.0 | -3% | -4% | i | 3% | 0.6%
CS(=O)(=O)c1nc(S(=O)(=O)c2ccc(Cl)cc2)c(N2CCC3(CC2)OCCO3)s1 | 3% | -4% | ? | 1.0 | -1% | -7% | / | 5% | 10µM*
Cc1ccc(C)c(NC(=O)CS(=O)(=O)c2cccc3nsnc23)c1 | ? | -1% | ? | 1.0 | -15% | -18% | i | -8% | -0.5%
CC(=O)N(C(C)=O)N1C(=O)c2cccc3c(N4CCOCC4)ccc(c23)C1=O | ? | -10% | -10% | -1.3 | -1% | 0% | i | 0% | -0.1%
O=C(CC(C(=O)O)c1ccccc1)Nc1ccccc1 (stereo not drawn) | 1% | 0% | ? | -1.3 | -11% | -19% | i | 5% | 0.3%
COC(=O)c1cc(Cl)c(NC(=O)c2ccco2)cc1OC | / | -4% | -29% | -0.4 | 5% | 11% | i | -6% | 0.1%
Cc1c(C)c2ccc(OCC(=O)NCCCn3ccnc3)c(C)c2oc1=O | -1% | 1% | -16% | -0.8 | 5% | 2% | i | 5% | -0.2%
COc1ccccc1N(C)S(=O)(=O)c1ccc(Cl)c(C(=O)NCc2cccnc2)c1 | 0% | 1% | -12% | -2.5 | 2% | 8% | i | -16% | -0.6%
Cc1cccc(C)c1OCc1nnc(SCC(=O)Nc2cccc(C(=O)N3CCOCC3)c2)n1C | 1% | -5% | -17% | 0.2 | -1% | 3% | i | 7% | -1.1%
Cc1cccc(-c2nnc(SCC(=O)NC3CCCCC3)o2)c1 | / | -14% | ? | / | -15% | 2% | / | -2% | 4.8%
CN(C)/C=C/C(=O)c1ccc2noc(-c3ccc(F)cc3)c2c1 | 1% | 2% | -14% | -1.5 | -10% | ? | i | -82%[inhibitor] | 4.0%
CSc1ncccc1C(=O)OCC(=O)c1ccc(Br)s1 | -16% | 3% | ? | 2.5 | 30% | 12% | i | -2% | 0.5%
CCOC(=O)c1ccccc1NCN1C(=O)CSC1=O | 3% | -2% | / | 0.8 | 10% | ? | / | 6% | -0.3%
Cc1ccc(NC(=S)N(CCN(C)C)Cc2cc3cc(C)cc(C)c3[nH]c2=O)cc1 | -1% | -6% | ? | 1.9 | -24% | -9% | i | -4% | 12%
Cc1ccc([C@@H]2[C@@H]3C(=O)N(C)C(=O)[C@@H]3[C@]3(C)C(=O)N(Cc4ccc(-c5ccccc5)cc4)CC(=O)N23)o1 | 0% | 1% | 7% | -1.1 | -17% | -6% | i | -8% | 2.6%
COc1ccc(N2CCN(C(=O)[C@@H](NC(=O)c3cc(OC)cc(OC)c3)C(C)C)CC2)cc1 | 1% | 1% | -2% | 0.9 | -30% | 19% | i | 1% | -1.0%
CC1Cc2ccccc2N1C(=O)CCNS(=O)(=O)c1ccc2c(c1)CCC(=O)N2 (stereo not drawn) | 1% | 13% | 7% | -1.1 | -22% | -22% | i | 2% | 2.5%
COc1ccc(S(=O)(=O)NCc2ccc(C(=O)NCCCN3CCCC(C)C3)cc2)cc1 (stereo not drawn) | 0% | 0% | 4% | 1.4 | -7% | 17% | i | -13% | 0.0%
Cc1ccc(N(Cc2ccccc2)C(=O)c2cccc(F)c2)cc1 | 2% | 2% | ? | -0.2 | 0% | -9% | i | 11% | 3.1%
COc1ccc2c(Cl)c(-c3nnco3)sc2c1 | -5% | -2% | -4% | -1.1 | -12% | 5% | i | -4% | 2.0%
CCOc1ccc(CNC(=O)c2cc(=O)[nH]c3ccc(S(=O)(=O)N4CCCC4)cc23)cc1 | / | 6% | / | / | 0% | -9% | / | -6% | -1.5%
Cc1ccc(NC(=O)C(c2ccccc2)N2CCN(CC(=O)NC3CC3)CC2)cc1 (stereo not drawn) | -4% | -1% | 2% | -2.9 | -3% | 1% | i | 0% | -1.3%

Structures listed above that bear a hit mark in Nrf2 ARE act.
| smiles | MmCpn inh | CCT chaperon mod | pAkt inh | Nrf2 ARE act |
| --- | --- | --- | --- | --- |
| CS(=O)(=O)c1nc(S(=O)(=O)c2ccc(Cl)cc2)c(N2CCC3(CC2)OCCO3)s1 | 3% | 1.0 | / | 10µM* |
